CASP6 VEID inh: blocks human caspase-6 cleavage activity. 350,000 tested, 0.53% active. purified caspase-6, Z-VEID-R110 cleavage fluorescence. inhibition, % at 12.5 µM;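 active = mean inhibition across replicates at least about 35%, with every replicate also reaching that limit, limit read from the data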;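 also: 0% = median of neutral control wells and 100% = no fluorescence left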
Target sequence (P55212 24-179 limits assumed): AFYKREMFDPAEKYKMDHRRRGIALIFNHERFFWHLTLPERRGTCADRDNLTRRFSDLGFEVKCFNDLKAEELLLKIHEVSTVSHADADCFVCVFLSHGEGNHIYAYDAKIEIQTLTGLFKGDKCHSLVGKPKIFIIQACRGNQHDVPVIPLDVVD
Target sequence (P55212 194-293 limits assumed): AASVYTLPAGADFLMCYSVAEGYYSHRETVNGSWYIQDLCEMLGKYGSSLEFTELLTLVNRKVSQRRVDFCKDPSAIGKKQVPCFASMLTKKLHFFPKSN
EWS-Fli block: EWS/Fli transcriptional activity inhibition | A673 NR0B1-luciferase reporter, viability-normalised | inhibition, % at 12.6 µM | 350,000 tested, 0.67% active | AID 651661;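 active = mean inhibition of at least 50% after viability correction, with every replicate also passing that limit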;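 also: firefly luciferase signal divided by Alamar Blue viability fluorescence both relative to DMSO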
LGR2 inh: inhibitors of bursicon-induced Drosophila LGR2 receptor cAMP signaling. 380,000 tested, 0.35% active. inhibition, % at 9.99 µM. HEK293 LGR2, CRE-luciferase, bursicon-stimulated, 4 h;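 active = drop in luminescence signal, shown as inhibition above about 50% in the replicate tests, limit read from the data, passing the limit was not always enough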;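 also: agonist challenge used bursicon conditioned medium at about half maximal strength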
miR-122 sensor: blocks miR-122 activity in Huh7 sensor cells. Huh7 miR-122 Renilla luciferase sensor, 48 h; neutral wells = 0, positive control = 100. activation (reporter increase), % at 12.5 µM. 340,000 tested, 0.3% active;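 active = mean replicate activation score at least 90 and every replicate individually at or above 90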;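 also: higher luciferase means less miR-122 activity so hits act as miR-122 inhibitors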
PAX8 reporter: PAX8 transcriptional activity inhibition; RMG-I TPO-luciferase reporter, SteadyGlo, 24 h; inhibition, % at 12.6 µM; 360,000 tested, 1.2% active;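 active = mean replicate inhibition at least 60% with every replicate also reaching 60%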;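 also: luciferase light reporting Pax8 driven TPO promoter activity; plate controls were median of neutral control wells for no effect and mitoxantrone controls for full effect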
Cneo AK release: causes C. neoformans cell lysis. adenylate kinase release luminescence, 4 h; normalised: neutral wells 0, clomiphene wells 100. 360,000 tested, 0.2% active. lysis activity, % at 15 µM;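 active = mean lysis activity across replicates of at least 80%, whatever share of replicates individually reach that level; inactive = mean lysis activity below 80%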
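Material: C. neoformans cells; Schedule: 4 h static compound exposure, 37 °C, read 1 h post-reagent; Measured by: adenylate kinase release luminescence; Read-out: signal increase indicating cell lysis; Controls: Clomiphene as positive lysis control.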
FN deposit inh: fibronectin deposition inhibition; AID 743247; AH1F fibroblasts, Alexa488-fibronectin deposition fluorescence, overnight; 350,000 tested, 0.086% active; inhibition, % at 12.6 µM;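 active = mean inhibition across replicates of 30% or more, regardless of how many single replicates reach that level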;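 also: positive control wells lacked labelled fibronectin entirely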
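material = AH1F fibroblast monolayer depositing Alexa488-labelled fibronectin into matrix | amount = 10000 AH1F cells/well | buffer or medium = DMEM plus 2% serum, read in PBS | incubation = 1 h cell adhesion before compound, then overnight fibronectin incubation | detection = fluorescence at 485 nm excitation, 525 nm emission | evaluation = percent inhibition as loss of matrix-bound fibronectin fluorescence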
PGC1a acetyl inh: PGC1a acetylation modulation, inhibitor mode | U2OS PGC1a acetylation, AlphaScreen anti-acetyl-lysine; with virally co-expressed GCN5 acetyltransferase | inhibition, % at 15.6 µM | 350,000 tested, 0.17% active | AID 651687;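 active = every replicate shows inhibition of at least 40%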;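 also: 0% = neutral control wells and 100% = positive control wells; some results beyond the cut were filed as inactive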
Starred values were filed as active, the others as inactive; x = no result given; [ ] = another dose, or the depositor's remark.

No.	canonical_smiles	PGC1a acetyl inh	LGR2 inh	miR-122 sensor	FN deposit inh	PAX8 reporter	CASP6 VEID inh	EWS-Fli block	Cneo AK release
1	CCc1nnc(NC(=O)CSc2nnc(-c3ccoc3C)n2-c2ccccc2)s1	-6.9	x	-4.2	-5.2	11.8	x	x	0.6
2	CC(C)Cc1cc(CN2CCC(CO)(Cc3cccc(C(F)(F)F)c3)CC2)[nH]n1	x	23.0	x	0.7	12.5	-1.7	7.7	x
3	CCOC(=O)C1CCNC(=O)C1=O (configuration not stated)	x	6.3	x	-21.3	-8.7	-5.5	-1.5	x
4	Cc1cccc(N=Cc2c(O)cc(C)oc2=O)c1	4.7	10.5	x	5.2	26.5	0.7	-2.8	x
5	O=C(CSc1nnc(-c2ccc(Cl)cc2)o1)N1CCOCC1	2.2	-9.3	-8.0	-1.5	-137.6	-1.7	-106.3	1.7
6	CC1CCN(C(=O)c2nc[nH]c2C(=O)O[C@H](C)c2ccccc2)CC1	x	-8.7	-2.2	-0.2	-21.9	3.2	-3.7	-0.5
7	C[C@H]1CN([C@@H](C)CO)C(=O)c2cccc(NC(=O)C3CCCCC3)c2O[C@H]1CN(C)CC1CCCCC1	2.5	11.5	64.1[16.7 µM]	x	7.1	0.5	-1.3	6.2
8	COCCCN(C(=O)c1ccccc1F)c1nc(-c2ccc(OC)cc2)cs1	-3.3	13.0	24.0	3.8	-2.4	-2.7	-18.2	1.5
9	Cn1cnc(S(=O)(=O)N[C@H]2CC[C@@H](CC(=O)N3CCN(c4ccccc4)CC3)O[C@@H]2CO)c1	1.9	-2.1	15.2[16.7 µM]	6.9	-2.6	-0.7	3.2	4.7
10	O=C(O)CC1(CC(=O)Nc2ccc3ccccc3n2)CCCCC1	9.8	0.8	-3.3	8.0	8.8	-0.1	-13.7	1.4
11	Cc1nnsc1-c1c(C(=O)N2CCOCC2)c(C)nn1-c1ccccc1	1.4	12.8	-7.5	0.0	27.5	-2.1	-0.5	-2.7
12	O=S1(=O)CCN(C2CCCCCCCCCCC2)CC1	x	23.2	x	x	11.5	-0.6	14.0	x
13	N#C/C(=C\c1ccccc1[N+](=O)[O-])C(=O)NC1CCCCC1	-11.1	22.7	x	4.3	15.0	3.6	5.3	x
14	CC(C)c1[nH]nc2c1C(c1ccc(F)cc1)N(Cc1ccccc1)C2=O (configuration not stated)	x	10.1	x	3.8	-1.4	-1.8	-9.3	x
15	O=C(NCCN1CCOCC1)[C@]1(Cc2ccccc2)N=C(c2ccc(OCCCO)cc2)O[C@@H]1c1ccccc1	-7.5	x	x	x	6.3	5.1	4.4	-3.6
16	COc1ccc(CCN2C(=O)CC(N3CCN(S(=O)(=O)c4ccccc4)CC3)C2=O)cc1OC (configuration not stated)	x	-17.5	x	6.4	11.9	1.4	4.1	x
17	Cc1ccc(S(=O)(=O)Nc2cccc3c2O[C@H](CN(C)CC2CCCCC2)[C@@H](C)CN([C@H](C)CO)C3=O)cc1	-3.8	-7.7	-17.3[16.7 µM]	x	-8.1	1.0	-4.2	0.3
18	CNC(=O)C[C@@H]1CC[C@@H]2[C@H](COc3ccc(NC(=O)c4cc(C)on4)cc3C(=O)N2C)O1	5.3	11.9	33.3[16.7 µM]	3.9	39.8	x	-3.8	95.8*
19	COc1ccc(C(=O)OCC(=O)NC2CCCCCCC2)cc1OC	0.4	-3.2	-8.7	7.2	-12.1	3.2	7.6	1.2
20	CC(SC1=NCCS1)C(=O)Nc1nnc(-c2ccc(Cl)cc2)s1 (configuration not stated)	17.1	-47.4	-3.8	-6.5	-75.9	-1.2	-61.8	-1.1
21	COc1ccc(S(=O)(=O)Nc2ccc3c(c2)C(=O)N([C@H](C)CO)C[C@H](C)[C@H](CN(C)C(=O)NC(C)C)OCCCC[C@H](C)O3)cc1	-2.8	-7.8	5.7[16.7 µM]	x	5.0	-2.2	2.0	0.6
22	Cc1noc(C)c1NC(=O)N(C)C[C@@H]1OCCCC[C@@H](C)Oc2ccc(NS(=O)(=O)c3ccccc3)cc2C(=O)N([C@H](C)CO)C[C@@H]1C	0.2	5.0	0.6[16.7 µM]	-1.0	-36.0	0.1	-10.7	-3.3
23	Cn1c(=O)c2[nH]c(N=Nc3ccc(N)cc3N)nc2n(C)c1=O	x	-6.7	x	0.5	-8.7	2.3	-2.6	x
24	COc1ccccc1-c1cn[nH]c1-c1ccc(OCC(=O)NN)cc1O	-2.3	10.5	-3.5	0.9	-9.4	0.0	1.8	7.8
25	CC1CCCCC12NC(=O)N(CC(=O)Nc1ccc3c(c1)OCCCO3)C2=O (configuration not stated)	6.4	-5.3	-6.4	x	7.8	-0.3	1.7	-0.2
26	CC(C)(C)OC(=O)N1CCC(C(=O)Nc2ccc(C(=O)N3CCCCC3)cc2)CC1	8.0	-16.2	5.8	10.9	7.8	1.2	0.4	7.0
27	O=C(Cn1cncn1)N/N=C/c1c2ccccc2cc2ccccc12	-6.4	46.5	10.6	x	x	x	x	-0.9
28	CCc1nnc(NC(=O)CSc2nc3c(cc2C#N)CCC3)s1	-11.3	x	0.3	3.4	-188.1	x	x	-1.8
29	COc1cc2oc(=O)cc(CN3CCOCC3)c2cc1Cl	5.5	-3.5	-2.3	7.5	-1.2	2.2	-9.4	-1.3
30	C/C=C/c1ccc2c(c1)O[C@H](CN(C)Cc1cccc(F)c1)[C@H](C)CN([C@H](C)CO)S2(=O)=O	-3.5	13.0	x	-11.8	x	-5.9	2.7	-11.8

Individual results from the entries so far.
`CC(C)c1[nH]nc2c1C(c1ccc(F)cc1)N(Cc1ccccc1)C2=O` (configuration not stated) @ LGR2 inh: 10.1
`O=C(NCCN1CCOCC1)[C@]1(Cc2ccccc2)N=C(c2ccc(OCCCO)cc2)O[C@@H]1c1ccccc1` @ PAX8 reporter: 6.3
`Cc1noc(C)c1NC(=O)N(C)C[C@@H]1OCCCC[C@@H](C)Oc2ccc(NS(=O)(=O)c3ccccc3)cc2C(=O)N([C@H](C)CO)C[C@@H]1C` @ LGR2 inh: 5.0
`CC1CCCCC12NC(=O)N(CC(=O)Nc1ccc3c(c1)OCCCO3)C2=O` (configuration not stated) @ PGC1a acetyl inh: 6.4

Next section:
No.	canonical_smiles	PGC1a acetyl inh	LGR2 inh	miR-122 sensor	FN deposit inh	PAX8 reporter	CASP6 VEID inh	EWS-Fli block	Cneo AK release
31	Cc1cc2cc(CN(Cc3cccs3)S(=O)(=O)c3ccc4c(c3)OCCO4)c(=O)[nH]c2cc1C	x	x	x	-1.8	30.2	-0.9	-10.0	x
32	Cc1noc(C)c1NC(=O)N(C)C[C@@H]1OCCCC[C@@H](C)Oc2ccc(NC(=O)C3CCCCC3)cc2C(=O)N([C@@H](C)CO)C[C@@H]1C	1.3	-19.9	0.3[16.7 µM]	x	2.3	-1.2	-9.2	-2.2
33	CCn1c(S(=O)(=O)O)nc2ccccc21	-1.4	7.0	-7.4	11.6	-3.8	-0.1	3.8	-0.5
34	CCN(C[C@@H]1[C@@H](c2ccccc2)[C@H](CO)N1S(C)(=O)=O)C(=O)C1CCC1	-6.2	4.1	14.3[16.7 µM]	-0.5	-9.2	x	-3.7	0.0
35	COc1ccccc1-c1noc(-c2ccccc2C(=O)NCc2ccco2)n1	6.7	0.8	4.6	x	20.2	2.2	-7.5	-1.0
36	COc1ccc(NC(=O)N(C)C[C@H]2Oc3ccc(NC(=O)Nc4c(C)noc4C)cc3CC(=O)N([C@H](C)CO)C[C@@H]2C)cc1	1.0	-5.7	-1.8[16.7 µM]	-16.2	-10.6	-1.7	-4.9	0.8
37	O=C(CCCN1CCC(C(=O)c2ccc(F)cc2)CC1)c1ccc(F)cc1	6.4	12.5	-2.2	8.3	9.5	-0.3	15.7	-0.1
38	C=CCn1c(SCC(=O)c2ccc(O)c(O)c2)nnc1-c1ccc(C)cc1	x	-3.3	7.6	-13.8	-6.1	-1.0	44.6	1.2
39	COc1ccccc1Oc1cc(C#N)c(C#N)cc1-n1nnc2ccccc21	-18.7	15.1	4.5	x	x	x	x	2.3
40	COc1ccc(NC(=S)Nc2ccc(S(N)(=O)=O)cc2)c(OC)c1	8.7	11.5	x	x	25.9	1.2	2.3	x
41	CC(C)NC(=O)C1(C)CCN1C(=O)C/C=C/c1ccccc1 (configuration not stated)	0.3	5.7	3.4	5.9	0.2	-0.3	2.7	0.5
42	COc1ccc(NC(=O)Cc2nnc(SCC(=O)Nc3ccccc3)n2C)cc1	x	0.9	x	1.8	2.4	-0.5	-7.7	0.8
43	Cc1ccc(C)c(NC(=S)NNC(=S)Nc2ccc(C(C)C)cc2)c1	x	9.8	12.1	6.0	-32.6	10.7	-29.2	0.1
44	CCc1ccccc1NC(=O)c1ccc(-n2c(C)ccc2C)cc1	-7.9	x	-1.2	14.7	x	x	x	3.5
45	Cc1ccc(-n2cccn2)c(CN2CCCC(C(=O)c3sccc3C)C2)c1 (configuration not stated)	-68.3	3.1	x	-0.1	9.0	-1.5	24.9	x
46	CCOC(=O)c1ccc(NC(=O)CSc2nc(N3CCOCC3)nc(N3CCOCC3)n2)cc1	x	8.4	2.6	-2.0	-0.8	-0.8	1.3	2.1
47	O=C1CCCC2=C1C(c1ccc(O)c(O)c1)c1c(ccc3ncccc13)N2 (configuration not stated)	1.0	-12.2	-5.9	3.6	-7.6	62.2*	-17.6	x
48	COc1ccc(-c2cn(CC[C@@H]3CC[C@H](NC(=O)CCN4CCCCC4)[C@@H](CO)O3)nn2)cc1	-1.0	9.4	x	-0.6	-6.5	-25.2	0.7	-9.7
49	O=C(Nc1nc2ccc(F)cc2s1)C1CCCO1 (configuration not stated)	10.8	x	3.5	-5.0	x	x	x	-1.4
50	CCOC(=O)c1oc2ccccc2c1NC(=O)CCl	x	-10.9	x	5.5	-7.0	1.1	17.0	x
51	Cc1nc2ncnn2c(C)c1CCC(=O)NCc1ccccc1	-1.0	x	-2.7	-11.3	22.4	x	x	-1.3
52	COc1ccc(-c2nc(CS(=O)(=O)CC(=O)NC3CCCCCC3)c(C)o2)cc1	7.2	-21.7	4.1	6.1	10.6	0.3	x	x
53	COc1ccc(NC(=O)c2c(OC)cccc2OC)c(OC)c1	-4.3	0.0	15.3	0.6	x	x	x	1.4
54	Cc1ccc(C2C(C(=O)c3cc4ccccc4o3)=C(O)C(=O)N2c2cc(C)on2)cc1 (configuration not stated)	-2.3	4.7	-3.4	-2.4	14.4	-1.1	0.2	-1.4
55	Cc1ccc(S(=O)(=O)Nc2nc(C)c(C)s2)cc1	2.3	22.8	5.8	4.0	0.9	-1.9	-9.6	-0.9
56	NCCNc1ccc(C(=O)N2c3ccccc3Sc3ccccc32)cc1[N+](=O)[O-]	10.6	7.3	-12.3	3.2	27.8	-6.7	43.8	-1.6
57	CC(=O)c1cccc(NC(=O)C(C)OC(=O)c2cccc(S(=O)(=O)N3CCN(C)CC3)c2)c1 (configuration not stated)	8.3	-8.6	-1.3	12.6	-3.8	-3.4	-8.4	0.0
58	O=C(O)C(CCc1ccccc1)(Cc1ccccc1)C(=O)O	6.8	6.4	-2.7	x	16.2	-3.5	5.3	-0.7
59	Fc1ccc(N2CCN(C3=Nc4cccc5cccc3c45)CC2)cc1	-3.4	10.8	x	-4.8	-28.5	2.7	-51.8	x
60	COc1ccc(-n2nc(C(=O)NCC(=O)Nc3cc(C)ccc3OC)c3ccccc3c2=O)c(OC)c1	-3.9	-28.4	-2.8	1.3	6.6	0.1	14.0	0.7

Arranged by value in miR-122 sensor (ascending): some entries from above
No.	Compound	PGC1a acetyl inh	LGR2 inh	miR-122 sensor	CASP6 VEID inh
47	O=C1CCCC2=C1C(c1ccc(O)c(O)c1)c1c(ccc3ncccc13)N2 (configuration not stated)	1.0	-12.2	-5.9	62.2*
39	COc1ccccc1Oc1cc(C#N)c(C#N)cc1-n1nnc2ccccc21	-18.7	15.1	4.5	x
38	C=CCn1c(SCC(=O)c2ccc(O)c(O)c2)nnc1-c1ccc(C)cc1	x	-3.3	7.6	-1.0

Compound activity deposited in PubChem by Broad Institute.
